High-throughput results (PubChem)
KOR beta-arrestin-1: KOR agonists, beta-arrestin recruitment, primary screen, cell-based, luminescence, uHTS (AID 1777). Kappa-type opioid receptor (Homo sapiens). KOR beta-arrestin recruitment, luminescence; higher % means a stronger effect. one-dose activation, % at 10 µM; EC50 in µM for titrated hits. hit rate 0.02% among 280,000; in the data active means activation above about 50%, passing the limit was not always enough; further: a part of the inactive calls stands beside numbers as strong as those of hits
GPR55 beta-arrestin: GPR55 agonists via beta-arrestin recruitment, primary screen, imaging, U2OS cells, beta-arrestin-GFP redistribution (AID 1961) | G-protein coupled receptor 55 (Homo sapiens) | U2OS GPR55 beta-arrestin-GFP redistribution imaging; higher % means a stronger effect | activation, % at 10 µM; hits with a dose series show EC50 in µM | hit rate 0.048% among 290,000;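 active means activation above 40% with more than 50 cells counted in the well; inconclusive means wells holding fewer than 50 cells, flagged as toxic or sparse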;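 further: U2OS osteosarcoma cells stably expressing GPR55 and beta-arrestin-GFP; plate controls were DMSO negative control for no effect and LPI positive control for full effect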
NOD2 inhibition: NOD2 signaling inhibitors, cell-based, luminescence, uHTS, HEK293 (AID 1566). HEK293 NOD2/NF-kB luciferase reporter, luminescence; higher % means a stronger effect. hit rate 0.63% among 290,000. one-dose inhibition, % at 4 µM; EC50 in µM for titrated hits; further: many of its hits are not listed in these tables
KOR beta-arrestin-2: KOR antagonists, beta-arrestin recruitment, cell-based, luminescence, uHTS (AID 1778) | hit rate 0.091% among 290,000 | KOR beta-arrestin recruitment, luminescence, antagonist mode; higher % means a stronger effect | Kappa-type opioid receptor (Homo sapiens) | one-dose inhibition, % at 10 µM; IC50 in µM for titrated hits; further: strong numbers were not always called active
Dynein cargo inh: inhibitors of GR-EGFP nuclear translocation, primary screen, dynein cargo transport inhibitor project, imaging, high-content, 3617.4 mouse cells | test concentration mostly 20 µM; stimulated with dexamethasone, 1 µM; active compounds read low | z-score, hits read low | hit rate 0.47% among 220,000;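 active means plate z-score of nuclear minus cytoplasmic receptor signal below a set negative limit, without overly bright fluorescence or cell loss, cut at about -3.5 in these data, passing the limit was not always enough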;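 further: z-score of nuclear minus cytoplasmic ring GR-EGFP intensity difference per well; some compounds called inactive have numbers as strong as hits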
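Buffer or medium: tetracycline-free induction medium containing charcoal-stripped FBS / Reagent: dexamethasone agonist, 1.0 µM final, for 30 min / Technique: automated 10x imaging of fixed Hoechst-stained cells / Times: induction 48 h, compound 1 h, agonist 30 min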
P. falciparum M17LAP: P. falciparum M17LAP inhibitors, primary screen, biochemical, fluorogenic H-Leu-NHMec substrate, 1536-well (AID 1619); Leucine aminopeptidase (Plasmodium falciparum (isolate 3D7)); recombinant M17LAP, H-Leu-NHMec fluorogenic kinetic assay; higher % means a stronger effect; hit rate 0.38% among 220,000; inhibition, % at 30 µM; hits with a dose series show IC50 in µM;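 active means compound inhibiting the enzyme by more than half at any dose during confirmatory dose-response retesting; inconclusive means strong single-dose inhibitors picked by rank but not retested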;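 further: plate controls were full reaction with DMSO carrier for no effect and no enzyme background for full effect; strong numbers were not always called active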
AID2073: inhibitors of Mint1-CaV2.2 protein interaction, biochemical, HTRF (AID 2073); Voltage-dependent N-type calcium channel subunit alpha-1B (Homo sapiens); inhibition, % at 20 µM; hits with a dose series show IC50 in µM; HTRF protein-protein interaction, Mint1-CaV2.2; higher % means a stronger effect; hit rate 0.19% among 290,000; in the data active means inhibition mostly above about 51%, no sharp cut-off; inconclusive means no clear call, values can overlap the other calls; inactive means mostly below about 53%; further: some results filed as inactive read as strong as hits
M1AAP inhibition: P. falciparum M1AAP inhibitors, biochemical, fluorogenic H-Leu-NHMec substrate, 1536-well (AID 1445); Aminopeptidase N (Plasmodium falciparum (isolate 3D7)); recombinant M1AAP, H-Leu-NHMec fluorogenic kinetic assay; higher % means a stronger effect; inhibition, % at 30 µM, or IC50 in µM where a hit was titrated; hit rate 0.42% among 220,000;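 active means primary inhibition above the hit cutoff, then over 50% inhibition at one or more dose response concentrations, cut at about 23% in these data, passing the limit was not always enough; inconclusive means conflicting primary data, or primary hits not chosen for dose response; inactive means low primary inhibition, or under 50% at every dose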;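 further: plate controls were DMSO full reaction for no effect and no enzyme background for full effect; strong numbers were not always called active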
NOD1 NF-kB reporter: NOD1 signaling inhibitors, primary screen, cell-based, luminescence, uHTS (AID 1578) | NOD1-driven NF-kB luciferase reporter cells, luminescence; higher % means a stronger effect | inhibition, % at 4 µM; hits with a dose series show EC50 in µM | hit rate 1% among 290,000; in the data active means inhibition mostly above about 36%, no sharp cut-off; inactive means mostly below about 34%;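 further: HEK-293T reporter cells stimulated with the NOD1 agonist gamma-tri-DAP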
Dynein cargo inh cytoplasmic EGFP: further read-out of Dynein cargo inh, marked with its call; z-score; measured here: cytoplasmic GR-EGFP intensity; active compounds read high
Dynein cargo inh nuclear GR-EGFP: also measured in Dynein cargo inh; calls as there; z-score; measured here: nuclear GR-EGFP intensity;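 lower value marks the stronger effect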
Dynein cargo inh cell count: second read-out of Dynein cargo inh, no call of its own (marks repeat the call); z-score; measured here: cell count per field
An asterisk follows results filed as active; ? = inconclusive; . = no result given; [ ] = another dose, or the depositor's remark. Unless noted, no stated cut-off is given here; in the data, active means inhibition above about 50%; inactive means the rest. These rows are one share of the data. The share of hits here may be higher or lower than overall.

smiles	KOR beta-arrestin-1	GPR55 beta-arrestin	NOD2 inhibition	KOR beta-arrestin-2	Dynein cargo inh	Dynein cargo inh cytoplasmic EGFP	Dynein cargo inh nuclear GR-EGFP	Dynein cargo inh cell count	P. falciparum M17LAP	AID2073	M1AAP inhibition	NOD1 NF-kB reporter
COC(=O)[C@H](Cc1ccccc1)NC(=O)[C@@H]1C[C@H]1[C@@H](NC(=O)OCc1ccccc1)c1ccccc1	4.3%	-0.1%	0%	0%	-0.28	-0.18	0.17	0.55	12%	2%	10%	-40%
COc1ccc(CCNC(=O)c2c(C)nn(-c3ccccc3)c2Cl)cc1	-2.2%	0.2%	19%	8%	.	.	.	.	.	11%	.	-5%
Cc1ccc(Cl)cc1NC(=O)C1CC1c1ccccc1 (stereo not drawn)	2.2%	-0.1%	-2%	-26%[20 µM]	.	.	.	.	.	2%	.	-24%
CC1Cc2ccccc2N1CC(=O)NC(=O)NC1CCCCC1 (stereo not drawn)	-2.1%	0.6%	16%	-32%[20 µM]	-0.13	-0.28	-0.068	-0.27	-11%	-5%	13%	-10%
CCS(=O)(=O)c1cc([N+](=O)[O-])c(Sc2ccccc2NC(C)=O)s1	0.4%	0.3%	-29%	30%	0.5	0.14	0.77	-2	12%	86%	11%	-8%
Cc1ccccc1Nc1nc(N)nc(CSc2nnnn2C)n1	3.0%	0.1%	-34%	-20%	-1.1	-0.29	-0.036	-0.3	1%	1%	11%	-51%
CCNC(=S)Nc1ccc(NC(=O)c2ccccc2O)cc1	.	0.4%	6%	11%	-0.45	-0.17	-0.3	0.41	-1%	-8%	5%	-1%
CCC(C(=O)Nc1nnc(-c2ccco2)s1)c1ccccc1 (stereo not drawn)	2.7%	-0.2%	1%	5%	-1.3	-0.3	-0.31	0.73	3%	11%	13%	-29%

Three entries out of the list above, ordered by the number in AID2073, ascending.
| Molecule | AID2073 |
| --- | --- |
| CC1Cc2ccccc2N1CC(=O)NC(=O)NC1CCCCC1 (stereo not drawn) | -5% |
| Cc1ccccc1Nc1nc(N)nc(CSc2nnnn2C)n1 | 1% |
| CCS(=O)(=O)c1cc([N+](=O)[O-])c(Sc2ccccc2NC(C)=O)s1 | 86% |

The list goes on.
smiles	KOR beta-arrestin-1	GPR55 beta-arrestin	NOD2 inhibition	KOR beta-arrestin-2	Dynein cargo inh	Dynein cargo inh cytoplasmic EGFP	Dynein cargo inh nuclear GR-EGFP	Dynein cargo inh cell count	P. falciparum M17LAP	AID2073	M1AAP inhibition	NOD1 NF-kB reporter
Cc1cc2nnc(SC(C)C)n2c2ccccc12	-2.7%	1.0%	-6%	5%	-0.076	-0.24	-0.43	-0.26	-19%	-4%	6%	-31%
COc1ccc(-c2nn(CC(=O)NCCc3ccccc3)c(=S)n2C)cc1	3.4%	0.1%	16%	13%	-0.15	0.011	0.61	0.36	-5%	0%	20%	-24%
O=C(C1=C[C@H](c2coc3ccccc3c2=O)C[C@H](OCc2ccc(CO)cc2)O1)N1CCOCC1	-4.1%	-0.2%	1%	2%	0.45	-0.27	0.51	-0.53	-3%	8%	-1%	-30%
CC1(C)CC(=O)C=C(Nc2ccccn2)C1	4.7%	0.3%	-17%	-30%	-0.89	-0.2	-0.48	0.77	14%	2%	17%	-28%
O=S(=O)(c1ccc(-n2cnnn2)cc1)N1CCC(N2CCCCC2)CC1	1.3%	1.1%	-16%	6%	-0.43	-0.26	-0.31	0.17	-5%	6%	2%	-16%
COc1ccc(CNC(=O)Nc2cccc3ccccc23)cc1	1.4%	0.2%	17%	8%	-1.1	-0.16	-0.39	0.52	-2%	-9%	-3%	-5%
CCOC(=O)c1sc2nc(N3CCOCC3)c3c(c2c1N)CC(C(C)C)OC3 (stereo not drawn)	7.7%	-0.1%	14%	-18%	0.6	-0.2	0.58	-0.56	7%	33%	2%	-44%
Cc1ccc(NC(=O)c2ccccc2)s1	-2.1%	0.3%	-137%	10%	-0.025	0.004	-0.0083	-0.27	10%	35%	16%	-56%
COC(=O)NCC(c1cccnc1)N1CCN(c2ccccc2F)CC1 (stereo not drawn)	-0.2%	0.4%	21%	32%	-0.92	-0.21	-0.29	0.66	2%	7%	4%	-14%
COC(=O)C(CC(C)C)NC(=O)c1ccc([N+](=O)[O-])cc1 (stereo not drawn)	4.3%	-0.1%	2%	-26%	-0.89	-0.23	-0.85	1	8%	-4%	9%	-1%
CCOc1ccc(C(=O)N2CCN(Cc3ccccc3)CC2)cc1OCC	0.4%	-0.1%	11%	-30%[20 µM]	.	.	.	.	.	1%	.	-16%
N#C/C(=C\c1ccccc1[N+](=O)[O-])C(=O)NCc1ccccc1	-1.6%	-0.1%	-21%	23%	0.048	-0.25	0.15	0.45	9%	-12%	3%	-5%
CCOc1ccc(C(=S)N2CCOCC2)cc1	-0.6%	-0.2%	17%	21%	3.4	1	2.4	-2.2	-3%	0%	-5%	-10%
CCOC(=O)C1CCN(C(=O)C(CC)c2ccccc2)CC1 (stereo not drawn)	-0.4%	0.2%	-5%	-40%[20 µM]	-0.83	-0.31	-0.12	1.2	3%	-4%	-10%	-21%
O=C(NCc1ccco1)/C(=C/c1cccc([N+](=O)[O-])c1)NC(=O)c1ccco1	3.5%	0.3%	0%	-46%	.	.	.	.	.	-8%	.	1%
Cc1nnc(N/N=C/c2ccc(-c3ccc(Br)cc3)o2)n1N	-2.4%	1.3%	9%	4%	-0.21	-0.16	0.23	0.14	-3%	5%	9%	-16%
OCCSc1nc(N2CCOCC2)nc(N2CCOCC2)n1	-4.7%	0.5%	11%	10%	-0.089	-0.15	0.25	-0.29	-2%	-2%	2%	-23%
Cn1ncc(Br)c1C(=O)N1CCCC1	13%	0.0%	8%	0%	.	.	.	.	.	14%	.	5%
Clc1ccc(-c2nnc(SCc3nc4ccccc4s3)o2)cc1	-1.5%	-0.3%	-31%	-9%	-0.35	-0.2	-0.0063	0.25	-5%	1%	9%	-20%
CCCCn1c(-c2cccs2)nc2nc3ccccc3nc21	-4.0%	-0.1%	2%	-15%	2.1	-0.21	-0.35	-0.036	-29%	6%	18%	17%
CCc1nc2c(C#N)c(-c3ccc(Cl)cc3)ccn2n1	.	0.2%	5%	5%	0.46	7.2e-05	0.63	-0.58	-9%	-4%	1%	-40%
CCOC(=O)Nc1ccc2c(C)cc(=O)oc2c1	-2.8%	-0.1%	-42%	31%	0.1	0.31	0.23	0.77	-20%	12%	5%	-45%
CCOc1ccc(NS(=O)(=O)c2ccc(C(=O)NCC3(N4CCCCC4)CCCCC3)cc2)cc1	-0.3%	-0.1%	-4%	-32%	.	.	.	.	.	1%	.	-49%
Cc1c(CCO)c(=O)[nH]n1C(=O)c1ccc(F)cc1	0.2%	0.5%	-18%	4%	-1.1	0.028	-0.48	0.72	70%	60%	0%	-11%

Of the compounds above, these have a nitro group on carbon.
smiles	KOR beta-arrestin-1	GPR55 beta-arrestin	NOD2 inhibition	KOR beta-arrestin-2	Dynein cargo inh	Dynein cargo inh cytoplasmic EGFP	Dynein cargo inh nuclear GR-EGFP	Dynein cargo inh cell count	P. falciparum M17LAP	AID2073	M1AAP inhibition	NOD1 NF-kB reporter
CCS(=O)(=O)c1cc([N+](=O)[O-])c(Sc2ccccc2NC(C)=O)s1	0.4%	0.3%	-29%	30%	0.5	0.14	0.77	-2	12%	86%	11%	-8%
COC(=O)C(CC(C)C)NC(=O)c1ccc([N+](=O)[O-])cc1 (stereo not drawn)	4.3%	-0.1%	2%	-26%	-0.89	-0.23	-0.85	1	8%	-4%	9%	-1%
N#C/C(=C\c1ccccc1[N+](=O)[O-])C(=O)NCc1ccccc1	-1.6%	-0.1%	-21%	23%	0.048	-0.25	0.15	0.45	9%	-12%	3%	-5%
O=C(NCc1ccco1)/C(=C/c1cccc([N+](=O)[O-])c1)NC(=O)c1ccco1	3.5%	0.3%	0%	-46%	.	.	.	.	.	-8%	.	1%

Later entries.
smiles	KOR beta-arrestin-1	GPR55 beta-arrestin	NOD2 inhibition	KOR beta-arrestin-2	Dynein cargo inh	Dynein cargo inh cytoplasmic EGFP	Dynein cargo inh nuclear GR-EGFP	Dynein cargo inh cell count	P. falciparum M17LAP	AID2073	M1AAP inhibition	NOD1 NF-kB reporter
Cc1cccc2cc(CN(CCCO)C(=O)Nc3cccc(Cl)c3)c(=O)[nH]c12	0.3%	1.3%	-4%	17%	-0.52	-0.25	-0.86	-0.77	1%	-1%	?	-13%
Cc1ccc(NC(=O)Nc2nc(-c3ccc(C)s3)cs2)cc1	1.8%	-0.1%	15%	10%	1.1	-0.22	0.88	-0.31	16%	2%	11%	26%
Cc1ccsc1C(=O)N1CCN(c2ncc(C(F)(F)F)cc2Cl)CC1	10%	-0.1%	7%	-35%	.	.	.	.	.	-7%	.	-26%
c1ccc(COc2ccc(OCCCN3CCCC3)cc2)cc1	0.3%	-0.4%	-13%	.	0.47	-0.22	0.36	0.27	5%	-5%	-2%	1%
CNc1nc(Cl)c(SC)c(NCc2ccc(F)cc2)n1	-2.4%	0.0%	23%	30%	.	.	.	.	.	0%	.	4%
Cc1cc(NS(=O)(=O)c2ccc(NC(=O)N[C@H](C(=O)O)C(C)C)cc2)no1	4.9%	-0.2%	15%	7%	.	.	.	.	.	8%	.	-19%
